Bioassay records from PubChem BioAssay.
Pf apPOL block – Pf-apPOL DNA polymerase inhibition. inhibition, % at 10 µM. Recombinant Pf-apPOL, molecular beacon fluorescence, 1.5 h. 210,000 compounds, 0.25% hits. AID 1794808
mHTT CaM bind – disrupts binding of mutant huntingtin to calmodulin; inhibition, % at 15 µM; 190,000 compounds, 3.6% hits; P42858; AID 1671202; AlphaScreen His-mHTT/GST-CaM binding, luminescence;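 note: 0% = both proteins with DMSO and 100% = one protein alone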
Target sequence (P42858 whole entry, looked up, stated change not applied): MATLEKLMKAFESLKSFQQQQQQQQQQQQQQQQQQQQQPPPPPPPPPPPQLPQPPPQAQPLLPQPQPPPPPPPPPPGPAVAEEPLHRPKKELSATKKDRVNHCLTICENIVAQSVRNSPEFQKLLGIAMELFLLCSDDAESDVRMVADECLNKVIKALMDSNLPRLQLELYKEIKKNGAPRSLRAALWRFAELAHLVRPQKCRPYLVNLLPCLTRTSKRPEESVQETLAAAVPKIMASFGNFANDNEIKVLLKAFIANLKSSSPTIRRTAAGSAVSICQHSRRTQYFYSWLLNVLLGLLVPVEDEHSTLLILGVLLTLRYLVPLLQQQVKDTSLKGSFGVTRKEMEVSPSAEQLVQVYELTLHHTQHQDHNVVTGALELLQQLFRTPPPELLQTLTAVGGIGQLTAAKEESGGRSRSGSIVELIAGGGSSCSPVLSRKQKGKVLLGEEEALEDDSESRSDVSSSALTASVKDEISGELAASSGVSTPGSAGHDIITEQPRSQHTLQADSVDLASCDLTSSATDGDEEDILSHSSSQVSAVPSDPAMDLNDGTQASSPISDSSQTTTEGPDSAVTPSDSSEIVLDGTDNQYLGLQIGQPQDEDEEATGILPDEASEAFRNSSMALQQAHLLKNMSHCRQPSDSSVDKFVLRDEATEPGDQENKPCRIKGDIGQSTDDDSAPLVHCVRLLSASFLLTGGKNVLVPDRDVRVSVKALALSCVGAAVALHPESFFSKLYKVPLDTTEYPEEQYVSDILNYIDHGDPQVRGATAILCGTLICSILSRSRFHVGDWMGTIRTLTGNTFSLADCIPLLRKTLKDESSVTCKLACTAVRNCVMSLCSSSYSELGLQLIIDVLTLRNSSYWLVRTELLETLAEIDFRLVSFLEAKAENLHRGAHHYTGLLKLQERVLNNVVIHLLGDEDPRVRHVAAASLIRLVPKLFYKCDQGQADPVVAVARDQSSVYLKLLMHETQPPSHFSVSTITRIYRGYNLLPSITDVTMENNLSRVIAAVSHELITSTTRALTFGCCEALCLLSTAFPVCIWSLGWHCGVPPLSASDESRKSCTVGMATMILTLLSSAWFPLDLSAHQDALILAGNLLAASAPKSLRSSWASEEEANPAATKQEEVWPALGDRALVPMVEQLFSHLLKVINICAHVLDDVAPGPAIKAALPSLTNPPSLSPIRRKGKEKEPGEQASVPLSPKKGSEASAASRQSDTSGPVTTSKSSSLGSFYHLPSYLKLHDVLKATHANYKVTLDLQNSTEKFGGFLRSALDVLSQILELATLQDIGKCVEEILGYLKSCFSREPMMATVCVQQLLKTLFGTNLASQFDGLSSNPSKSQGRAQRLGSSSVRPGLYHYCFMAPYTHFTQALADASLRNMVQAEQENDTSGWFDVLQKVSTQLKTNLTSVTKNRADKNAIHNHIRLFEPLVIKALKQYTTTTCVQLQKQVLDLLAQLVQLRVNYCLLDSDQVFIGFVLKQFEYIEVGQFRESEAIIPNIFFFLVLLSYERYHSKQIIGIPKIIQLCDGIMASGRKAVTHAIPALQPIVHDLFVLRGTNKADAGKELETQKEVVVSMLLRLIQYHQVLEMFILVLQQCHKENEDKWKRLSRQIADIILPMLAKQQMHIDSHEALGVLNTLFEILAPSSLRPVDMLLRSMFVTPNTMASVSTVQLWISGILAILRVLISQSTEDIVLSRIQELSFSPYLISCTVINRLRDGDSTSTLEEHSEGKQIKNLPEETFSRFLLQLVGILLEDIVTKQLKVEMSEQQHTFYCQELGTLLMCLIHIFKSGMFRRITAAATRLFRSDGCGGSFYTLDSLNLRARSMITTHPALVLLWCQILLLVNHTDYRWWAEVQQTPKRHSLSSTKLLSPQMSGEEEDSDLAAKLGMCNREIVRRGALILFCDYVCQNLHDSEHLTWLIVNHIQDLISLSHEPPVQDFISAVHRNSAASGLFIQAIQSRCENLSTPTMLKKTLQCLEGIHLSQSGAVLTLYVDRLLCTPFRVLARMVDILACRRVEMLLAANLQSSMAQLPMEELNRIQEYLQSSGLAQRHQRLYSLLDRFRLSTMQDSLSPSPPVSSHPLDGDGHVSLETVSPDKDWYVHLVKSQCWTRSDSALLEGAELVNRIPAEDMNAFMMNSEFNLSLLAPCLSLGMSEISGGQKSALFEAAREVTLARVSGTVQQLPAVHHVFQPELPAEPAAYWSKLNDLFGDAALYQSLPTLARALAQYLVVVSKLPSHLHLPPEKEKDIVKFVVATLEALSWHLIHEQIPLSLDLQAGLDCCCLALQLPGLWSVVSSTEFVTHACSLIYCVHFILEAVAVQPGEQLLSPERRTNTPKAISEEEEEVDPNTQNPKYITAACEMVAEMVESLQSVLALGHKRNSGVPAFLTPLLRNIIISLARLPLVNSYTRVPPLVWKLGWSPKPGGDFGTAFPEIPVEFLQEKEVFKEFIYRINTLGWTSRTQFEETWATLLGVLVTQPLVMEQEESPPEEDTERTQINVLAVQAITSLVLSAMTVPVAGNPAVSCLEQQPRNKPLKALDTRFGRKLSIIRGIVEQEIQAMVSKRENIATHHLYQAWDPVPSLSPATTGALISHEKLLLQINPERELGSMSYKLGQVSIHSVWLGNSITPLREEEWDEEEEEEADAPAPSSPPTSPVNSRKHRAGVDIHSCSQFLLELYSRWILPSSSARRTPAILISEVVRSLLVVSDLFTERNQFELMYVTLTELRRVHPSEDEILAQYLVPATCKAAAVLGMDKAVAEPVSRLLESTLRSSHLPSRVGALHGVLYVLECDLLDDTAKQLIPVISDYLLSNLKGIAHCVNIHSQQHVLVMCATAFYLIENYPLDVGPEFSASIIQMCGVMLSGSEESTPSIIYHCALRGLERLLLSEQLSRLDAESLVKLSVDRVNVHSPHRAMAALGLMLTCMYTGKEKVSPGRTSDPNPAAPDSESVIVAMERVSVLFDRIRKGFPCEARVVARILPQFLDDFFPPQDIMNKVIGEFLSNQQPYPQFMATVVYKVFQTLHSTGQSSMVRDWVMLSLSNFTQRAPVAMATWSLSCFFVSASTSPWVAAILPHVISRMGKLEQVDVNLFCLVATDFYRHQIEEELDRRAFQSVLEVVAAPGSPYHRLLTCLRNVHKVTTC
* marks the source's active call; other numbers are inactive results; i = inactive; . = not tested or not shown; & = joins results of further samples. Cut-off read from the data, not from the text of the source: active = inhibition above about 50%; inactive = the rest.

Screens in order – Pf apPOL block, mHTT CaM bind
Cc1cccc(NC(=O)/C=N/OC(=O)Nc2ccccc2)c1
 : 2, i
COc1ccc(C(=O)c2ccc([N+](=O)[O-])cc2)cc1S(=O)(=O)NC1CCCCC1
 : 1, 31
CC1=NOC(=O)/C1=C/c1ccccc1OCc1cccc(F)c1
 : -4, 48
O=S(=O)(c1ccc(Cl)s1)N1CCC(c2noc(-c3cccc(F)c3)n2)CC1
 : -8, -8
O=[N+]([O-])c1cc2nccnc2cc1Cl
 : ., -1
N#Cc1ccccc1Cn1c(=O)n(-c2ccc(F)cc2)c(=O)c2sccc21
 : -6, 0
COc1ccc(OCCSc2nc3ccccc3[nH]2)cc1
 : 0, -9
Cc1cc(OCc2nc(-c3cccnc3)no2)cc(C)c1Br
 : -5, -8
COc1ccc(Br)cc1S(=O)(=O)NCCCn1ccnc1
 : -6, -3
O=C(Nc1ccc(F)cc1)c1cnc(-c2ccc(F)cc2)nc1-c1ccncc1
 : 88*, 39
O=C(NCCc1ccccc1)C1CC(=O)N(CCc2ccccc2)C1 (stereo not drawn)
 : 0, 2
O=C(Nc1ccc(Cc2ccc(NC(=O)c3cccnc3)cc2)cc1)c1cccnc1
 : -2, -2
O=C1Nc2ccc(S(=O)(=O)O)cc2C1=O
 : -6, -6&-2
O=C1CC(N2CCCC2)C(=O)N1c1ccc(F)cc1 (stereo not drawn)
 : -5, 2
COc1cccc(C(=O)N2CCC3(C2)C(=O)Nc2ccccc23)c1OC (stereo not drawn)
 : -2, -1
COc1ccc(-c2nc3cccnc3n2C2CCN(S(=O)(=O)c3ccc(C)cc3)C2)cc1 (stereo not drawn)
 : -4, 3
O=C(NC(Nc1cccc([N+](=O)[O-])c1)C(Cl)(Cl)Cl)c1cccnc1 (stereo not drawn)
 : 0, 7
Cc1ccnc(N=Cc2nc(-c3ccccc3Br)oc2O)c1
 : 0, 4
CCCC(=O)Nc1ccc(S(=O)(=O)Nc2c(C)cc(C)cc2C)cc1
 : 5, -1
COC(=O)C12CC3CC(CC(NC(=O)Cn4ccc5ccccc54)(C3)C1)C2
 : 0, -3
Clc1cccc(CN2CCCCCCC2)c1
 : -13, -8
O=C1OC(Nc2ccc(Cl)cc2Cl)c2ccccc21 (stereo not drawn)
 : -4, -1
COc1ncccc1CNC(=O)c1sccc1C
 : 1, -4
O=C1CSc2ccc(NC(=O)C3CCCC3)cc2N1
 : ., -1
CCC(C(=O)Nc1ccccc1Cl)c1ccccc1 (stereo not drawn)
 : -2, -30
COc1ccccc1-c1noc(C2CCCN2C(=O)COc2ccc(F)cc2)n1 (stereo not drawn)
 : -2, -1
COc1cccc(C2CC(c3ccc(Cl)cc3Cl)n3nc(N)nc3N2)c1 (stereo not drawn)
 : 2, 52*
COc1ccccc1CNS(=O)(=O)c1ccc(F)c(C(=O)Nc2ccccc2OC)c1
 : -3, -2
CCOc1cc(/C=C2\SC(=O)NC2=O)ccc1OCc1ccccc1
 : -1, 25
COC(=O)C1CN(C2CCCC2)CCS(=O)(=O)N1Cc1cn(Cc2ccc(OC)cc2)nn1 (stereo not drawn)
 : -4, -13
Cc1ccc(N=c2oc3ccccc3cc2C(=O)Nc2nccs2)cc1
 : -2, 1
CCOC(=O)N1CCN(C(=O)C2CCCN(c3cn[nH]c(=O)c3)C2)CC1 (stereo not drawn)
 : 2, -1
CC1=C(C(N)=O)C(c2ccc(O)cc2)n2ncnc2N1 (stereo not drawn)
 : -6, -2
COc1ccc(C(=O)Nc2cc(-c3nc4ccccc4s3)ccc2C)cc1[N+](=O)[O-]
 : -1, 4
CSc1ccc(C2C3=C(CC(C)(C)CC3=O)Nc3ncnn32)cc1 (stereo not drawn)
 : 3, 2
O=C1Nc2ccccc2S/C1=C\c1ccccc1Cl
 : 26, 11
COc1ccc(/C=c2\sc3nc(-c4cccs4)nn3c2=O)cc1
 : -9, 15
CN1CCN(C(=O)c2cc(-c3ccccc3)nc3ccccc23)CC1
 : -1, -1
C/C=C/Cn1c(SCC(C)C)nc2c1c(=O)[nH]c(=O)n2C
 : 3, 1
CN(C)c1ccc(/C=C/c2nc3ccc(I)cc3c(=O)n2C)cc1
 : 8, 4
FC(F)Oc1ccccc1C1CC(c2cccc(Br)c2)Nc2nnnn21 (stereo not drawn)
 : -3, -16
O=C(C1CCCCC1)N1CCCC(c2n[nH]c(C3CC3)n2)C1 (stereo not drawn)
 : 11, 10
CCCOc1ccc(/C=C2/N=C(c3cccc([N+](=O)[O-])c3)OC2=O)cc1OC
 : -58, -3
Nc1nncn1C(=O)c1cccc(Cl)c1
 : -1, 1
COC(=O)c1ccc(OCC2c3cc(OC)c(OC)cc3CCN2C(=O)C(C)(C)C)cc1 (stereo not drawn)
 : -7, 16
CC(=O)Nc1cc(C(=O)O)cc(N)c1Cl
 : 6, -5
CCC1CN(C(=O)Nc2ccccc2OC)c2ccccc2O1 (stereo not drawn)
 : -1, -30
COc1ccc2nc(NC(=O)c3ccccc3[N+](=O)[O-])sc2c1
 : -2&-4, 12&12
O=c1ccc(S(=O)(=O)N2CCCCCC2)cn1Cc1ccccc1
 : -3, -11
COCCNC(=O)CC1Sc2ncccc2N(CC(C)C)C1=O (stereo not drawn)
 : -2, -5
CCCc1nn(-c2ccccc2Cl)c(C)c1C(=O)NC(C)C
 : 2, 0
CC(C)CC(C)(SCC(=O)O)SCC(=O)O
 : -3, .
CCN(CC)C(=O)CCS(=O)(=O)c1cc(Br)cc2c1N(C(=O)C1CC1)CC2
 : -1, -2
Nc1cc(C2CCN(C(=O)Cc3ccsc3)CC2)no1
 : -3, 7
Cc1ccc(-c2nc(-c3ccc(=O)[nH]c3)no2)cc1F
 : 2, -3
Clc1ccc(SCC#CCSc2ccc(Cl)cc2)cc1
 : -3, .
O=C1c2cccc([N+](=O)[O-])c2C(=O)N1CN(C(=O)C(F)(F)F)c1ccccc1
 : 33, 25
CCc1cc2c(cc3n2CC(C)(C(=O)NC2CCCCC2)N(Cc2ccco2)C3=O)s1 (stereo not drawn)
 : -3, -7
CC1=C(C(=O)NCc2ccccc2C)C2(CCCCCC2)OC1=O
 : 3, -8
Cc1noc(-c2nn(C)c3c2CN(C(=O)NC2CCCCC2)CC3)n1
 : -8, -1

Next section
Screens in order – Pf apPOL block, mHTT CaM bind
O=C(NCc1cccnc1)c1nn2c(c1Cl)NC(c1cccs1)CC2C(F)(F)F (stereo not drawn)
 : -6, 11
Cc1ncsc1CN1CCCC(OCc2nc(C3CC3)no2)C1 (stereo not drawn)
 : 2, -3
CCN(CC)S(=O)(=O)c1ccc(C(=O)Nc2ncnc3sccc23)cc1
 : 6, 4
CC(C)n1nnc(-c2cccc([N+](=O)[O-])c2)n1
 : -5, .
COc1ccc(/C=C/c2cc(C(=O)O)c3ccccc3n2)cc1
 : -2, -8
COc1ccc(N2CCN(C(=O)c3ccc(-c4cccs4)nc3)CC2)cc1
 : 0, -3
O=C(Nc1ccc(-c2nc(-c3ccccc3)co2)cc1)c1cccs1
 : 0, 4
Cc1cccc(Cc2c(C)nc(C)nc2N2CCN(S(C)(=O)=O)CC2)c1
 : 2, 38
CC(=O)Nc1ccc(NC(=O)c2cccc(Br)c2)cc1
 : -5, -5
COc1cc(C(=O)Nc2ccc(S(=O)(=O)Nc3ncccn3)cc2)cc(OC)c1OC
 : -6, 1
O=C(CN1C(=O)CCC1=O)Nc1nnc(-c2ccsc2)o1
 : 1, 19
COc1cc(C2NC(C(=O)O)Cc3c2[nH]c2ccccc32)cc(OC)c1OC (stereo not drawn)
 : -1, 5
Cc1ccc(Cl)cc1N1CCN(S(=O)(=O)c2c(C)n[nH]c2C)CC1
 : 0, 38
Fc1ccc(CN(C2=NCCN2)c2c(Cl)cccc2Cl)cc1
 : 11, .
O=C(CCC(=O)OCCc1ccccc1)Nc1nccs1
 : 1, -7
COc1ccc(CN2C(=O)c3cccc4cccc(c34)C2=O)cc1
 : 2, -1
O=C(Nc1ccc(N2CCOCC2)cc1)Nc1ccc2snnc2c1
 : -3, 17
CCCN(CCC)S(=O)(=O)c1ccc(C(=O)Nc2nnc(-c3cccs3)o2)cc1
 : -2, 14
Cc1cccc(OCCCn2cc(/C=C3/C(=N)N4C=CSC4=NC3=O)c3ccccc32)c1C
 : -1, 1
O=C(O)C1=CC(c2ccc(Cl)cc2)n2nnnc2N1 (stereo not drawn)
 : -1, -4
CN(C)CCNC(=O)C1CCCN(c2nccc3sccc23)C1 (stereo not drawn)
 : -6, 15
COc1ccc(-c2nn(-c3ccccc3)cc2CO)cc1[N+](=O)[O-]
 : 0, 30
c1ccc2c(Cn3ccnc3)c[nH]c2c1
 : 1, -1
CC(C)NC(=O)N(C)CC1CC(c2cccc(F)c2)=NO1 (stereo not drawn)
 : -6, -4
Cc1cc(-n2cnc3ccccc32)n2c(nc3ccccc32)c1C#N
 : -4, -33
O=C(C1COc2ccccc2O1)N1CC(c2nc3ccccc3[nH]2)C1 (stereo not drawn)
 : -8, 13
COc1ccc(CNC(=O)c2cnn3c4c(cnc23)CCCCCC4)cc1
 : -1, -2
CC1CCN(C(=O)c2ccccc2N2CCC(NC(=O)C3CCC3)CC2)CC1
 : -47, 27
CC(C)(C)OC(=O)C(C)(C)S(=O)(=O)c1ccccn1
 : -6, .
CCCCCCNC(=O)C1CSCCS(=O)(=O)N1Cc1ccc(OC)cc1 (stereo not drawn)
 : -2, -14
Cc1nc(C)c(Cc2ccccc2)c(N2CCN(C(=O)C(C)(C)CCl)CC2)n1
 : -4, 20
CN(C)CCNC(=O)c1ccc(-c2nc(-c3ccccc3)no2)cc1
 : -5, -7
Cc1cccc(OCCSc2ncnc3nc[nH]c23)c1
 : 12&-10, 11&0
O=C(NCc1ccco1)O[C@@H]1CC[C@@]23CCCN2C(=O)CCC[C@H]3C1
 : -6, -13
Cc1cc(=O)oc2cc(OS(=O)(=O)c3cc(C(F)(F)F)cc(C(F)(F)F)c3)c(Cl)cc12
 : -16, .
COc1cccc2cc(-c3nnc(Nc4ccccc4F)s3)c(=O)oc12
 : 0, 1
COCCN1C(=O)c2ccc(C(=O)OCC(=O)c3ccc(Cl)cc3)cc2C1=O
 : 4, -10
O=c1nc2n(-c3cccc([N+](=O)[O-])c3)c3ccccc3cc-2c(=O)[nH]1
 : 1, 1
CCOC(=O)c1ccc(NC(=O)CCCS(=O)(=O)c2ccccc2)cc1
 : -1, -10

Grouped by structure, the entries above containing a thiophene ring, fused or not.
Screens in order – Pf apPOL block, mHTT CaM bind
O=S(=O)(c1ccc(Cl)s1)N1CCC(c2noc(-c3cccc(F)c3)n2)CC1
 : -8, -8
N#Cc1ccccc1Cn1c(=O)n(-c2ccc(F)cc2)c(=O)c2sccc21
 : -6, 0
COc1ncccc1CNC(=O)c1sccc1C
 : 1, -4
COc1ccc(/C=c2\sc3nc(-c4cccs4)nn3c2=O)cc1
 : -9, 15
Nc1cc(C2CCN(C(=O)Cc3ccsc3)CC2)no1
 : -3, 7
CCc1cc2c(cc3n2CC(C)(C(=O)NC2CCCCC2)N(Cc2ccco2)C3=O)s1 (stereo not drawn)
 : -3, -7
O=C(NCc1cccnc1)c1nn2c(c1Cl)NC(c1cccs1)CC2C(F)(F)F (stereo not drawn)
 : -6, 11
CCN(CC)S(=O)(=O)c1ccc(C(=O)Nc2ncnc3sccc23)cc1
 : 6, 4
COc1ccc(N2CCN(C(=O)c3ccc(-c4cccs4)nc3)CC2)cc1
 : 0, -3
O=C(Nc1ccc(-c2nc(-c3ccccc3)co2)cc1)c1cccs1
 : 0, 4
O=C(CN1C(=O)CCC1=O)Nc1nnc(-c2ccsc2)o1
 : 1, 19
CCCN(CCC)S(=O)(=O)c1ccc(C(=O)Nc2nnc(-c3cccs3)o2)cc1
 : -2, 14
CN(C)CCNC(=O)C1CCCN(c2nccc3sccc23)C1 (stereo not drawn)
 : -6, 15

Rows were taken by chance. About 3.7% of those tested had a hit in this group.
